Assay outcomes (PubChem)
West Nile antiviral – West Nile virus antiviral activity, cell-based, CPE readout (AID 1621) | West Nile virus-infected cells, CPE inhibition; higher % means a stronger effect | CPE inhibition, % at 10 µM; hits with a dose series show IC50 in µM | 290,000 tested, 0.02% active; in the data active = a potency from the dose series; note: strong numbers were not always called active
KOR beta-arrestin-1 – KOR antagonists, beta-arrestin recruitment, cell-based, luminescence, uHTS (AID 1778) | 290,000 tested, 0.091% active | KOR beta-arrestin recruitment, luminescence, antagonist mode; higher % means a stronger effect | Kappa-type opioid receptor (Homo sapiens) | inhibition, % at 10 µM; hits with a dose series show IC50 in µM; note: strong numbers were not always called active
NS5 inhibitors – Dengue-2 NS5 methyltransferase inhibitors, primary screen, biochemical, confirmation dose response (AID 588689) | Dengue-2 NS5 methyltransferase capping enzyme assay, biochemical; higher % means a stronger effect | Genome polyprotein (Dengue virus type 2 (strain 16681-PDK53)) | 340,000 tested, 0.3% active | inhibition, % at 25 µM, or IC50 in µM where a hit was titrated; in the data active = a potency from the dose series
Yfh1-off respiration – enhancers of respiration in Yfh1-depleted yeast, dose response, Friedreich's ataxia, plus single-dose screen (AID 1465); 220,000 tested, 0.074% active; S. cerevisiae Yfh1-off respiration, WST-1 reduction, 72 h; higher fold induction means a stronger effect; fold induction at 50 µM; hits with a dose series show EC50 in µM;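 active = fold induction of absorbance versus untreated yeast above a set limit, then at least 30% activation at any dose in follow-up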;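 note: activators that raise dye reduction in frataxin-depleted yeast; strong numbers were not always called active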
HIV peptide binding – inhibitors of HIV fusion peptide binding, primary screen, biochemical, uHTS, fluorescence dequenching (AID 1986) | cell-free peptide binding, fluorescence dequenching, 30 min; higher % means a stronger effect | one-dose inhibition, % at 20 µM; IC50 in µM for titrated hits | 290,000 tested, 0.3% active; in the data active = inhibition mostly above about 52%, no sharp cut-off; inactive = mostly below about 76%; note: some results filed as inactive read as strong as hits
NOD1 inhibition – NOD1 signaling inhibitors, primary screen, cell-based, luminescence, uHTS (AID 1578); 290,000 tested, 1% active; NOD1-driven NF-kB luciferase reporter cells, luminescence; higher % means a stronger effect; inhibition, % at 4 µM, or EC50 in µM where a hit was titrated; in the data active = inhibition mostly above about 36%, no sharp cut-off; inactive = mostly below about 34%;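 note: HEK-293T reporter cells stimulated with the NOD1 agonist gamma-tri-DAP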
HEK293 NOD2/NF-kB – NOD2 signaling inhibitors, cell-based, luminescence, uHTS, HEK293 (AID 1566); HEK293 NOD2/NF-kB luciferase reporter, luminescence; higher % means a stronger effect; inhibition, % at 4 µM, or EC50 in µM where a hit was titrated; 290,000 tested, 0.63% active; note: many of its hits are not listed in these tables
KOR beta-arrestin-2 – KOR agonists, beta-arrestin recruitment, primary screen, cell-based, luminescence, uHTS (AID 1777); 280,000 tested, 0.02% active; KOR beta-arrestin recruitment, luminescence; higher % means a stronger effect; Kappa-type opioid receptor (Homo sapiens); one-dose activation, % at 10 µM; EC50 in µM for titrated hits; in the data active = activation above about 50%, passing the limit was not always enough; note: a part of the inactive calls stands beside numbers as strong as those of hits
AID2073 – inhibitors of Mint1-CaV2.2 protein interaction, biochemical, HTRF (AID 2073); Voltage-dependent N-type calcium channel subunit alpha-1B (Homo sapiens); HTRF protein-protein interaction, Mint1-CaV2.2; higher % means a stronger effect; inhibition, % at 20 µM, or IC50 in µM where a hit was titrated; 290,000 tested, 0.19% active; in the data active = inhibition mostly above about 51%, no sharp cut-off; note: some results filed as inactive read as strong as hits
Starred values were filed as active, the others as inactive; i = inactive; · = no result given; [ ] = dose if it differs, or a comment. Cut-off read from the data, not from the text of the source, unless noted: active = inhibition above about 50%; inactive = the rest. The list is partial; count on the stated rates, not on these rows.

item	SMILES	HIV peptide binding	Yfh1-off respiration	HEK293 NOD2/NF-kB	NS5 inhibitors	AID2073	KOR beta-arrestin-2	NOD1 inhibition	KOR beta-arrestin-1	West Nile antiviral
1	Cc1nc(C)c(-c2csc(NCCc3ccccc3)n2)s1	0.2%	i	2%	2%	-24%	5.1%	-20%	-27%	-0.8%
2	O=C(N/N=C/c1cccc(OC(=O)c2ccc3c(c2)OCO3)c1)c1cncc(Br)c1	2.2%	i	-35%	-7%	6%	-5.7%	-34%	-8%	-0.3%
3	CC(C)OC(=O)CSc1nnnn1-c1ccc2c(c1)OCCO2	0.4%	i	-16%	-2%	-2%	-3.5%	-23%	26%	-0.4%
4	C=CCc1c(C)nc(-c2ccccc2)nc1Nc1ccc(O)cc1	-1.2%	i	17%	-1%	3%	3.4%	-2%	41%	-1.3%
5	CCOC(=O)c1c(-c2ccccc2)csc1N1C(=O)Nc2ccccc2N1O	12%	i	-12%	·	17%	-0.9%	-28%	-3%	1.2%
6	CCOC(=O)/C(N=Nc1ccc(C(=O)O)cc1[N+](=O)[O-])=C(\C)O	-2.2%	i	16%	2%	-4%	-5.2%	-25%	-10%	-0.4%
7	Cc1occc1C(=O)NNC(=S)NC(=O)COc1ccc(Cl)cc1Cl	13%	·	25%	-3%	-4%	6.6%	-29%	10%	-0.9%
8	CCOC(=O)CN1CC23C=CC(O2)C(C(=O)NC2CCCCCC2)C3C1=O (configuration not stated)	-2.1%	i	-8%	-1%	-4%	-1.5%	0%	18%	0.1%
9	CCCC(C1=C(O)CC(C)(C)CC1=O)C1C(=O)CC(C)(C)CC1=O (configuration not stated)	-0.6%	i	10%	-11%	6%	2.9%	-3%	-59%	-0.1%
10	COc1ccc(O)c(CNc2ccccc2F)c1	0.4%	i	5%	-10%	8%	-5.0%	-23%	20%	-0.6%
11	S=c1[nH]nc(-c2cccs2)n1/N=C/c1cccs1	0.6%	i	-7%	20%	3%	-2.5%	-38%	18%	1.7%
12	Cc1cccnc1NC(=O)C(c1ccccc1)c1ccccc1	0.5%	·	-38%	-11%	9%	3.7%	-13%	-45%	-0.4%
13	O=C(Cc1ccc(F)cc1)NC1CCSC1=O (configuration not stated)	0.7%	i	-11%	4%	4%	·	-25%	-37%[20 µM]	0.3%
14	CCOC(=O)C1=C(C)N=C(SC)N(C)C1c1ccccc1 (configuration not stated)	-0.3%	i	-3%	-2%	1%	3.8%	-14%	-10%	0.6%
15	Cc1cc(-c2nn(-c3ccccc3F)cc2CN2CCC(C(N)=O)CC2)c(C)s1	1.7%	i	2%	-1%	-11%	-1.1%	-14%	1%	0.0%

Ordered by the number under HEK293 NOD2/NF-kB (falling): 6 from the list above.
No.	Molecule	HIV peptide binding	HEK293 NOD2/NF-kB	NS5 inhibitors	AID2073	KOR beta-arrestin-2	NOD1 inhibition	KOR beta-arrestin-1	West Nile antiviral
6	CCOC(=O)/C(N=Nc1ccc(C(=O)O)cc1[N+](=O)[O-])=C(\C)O	-2.2%	16%	2%	-4%	-5.2%	-25%	-10%	-0.4%
10	COc1ccc(O)c(CNc2ccccc2F)c1	0.4%	5%	-10%	8%	-5.0%	-23%	20%	-0.6%
8	CCOC(=O)CN1CC23C=CC(O2)C(C(=O)NC2CCCCCC2)C3C1=O (configuration not stated)	-2.1%	-8%	-1%	-4%	-1.5%	0%	18%	0.1%
5	CCOC(=O)c1c(-c2ccccc2)csc1N1C(=O)Nc2ccccc2N1O	12%	-12%	·	17%	-0.9%	-28%	-3%	1.2%
2	O=C(N/N=C/c1cccc(OC(=O)c2ccc3c(c2)OCO3)c1)c1cncc(Br)c1	2.2%	-35%	-7%	6%	-5.7%	-34%	-8%	-0.3%
12	Cc1cccnc1NC(=O)C(c1ccccc1)c1ccccc1	0.5%	-38%	-11%	9%	3.7%	-13%	-45%	-0.4%

(next part)
item	SMILES	HIV peptide binding	Yfh1-off respiration	HEK293 NOD2/NF-kB	NS5 inhibitors	AID2073	KOR beta-arrestin-2	NOD1 inhibition	KOR beta-arrestin-1	West Nile antiviral
16	CCOc1ccc(C(CC(=O)O)NC(=O)C23CC4CC(CC(C4)C2)C3)cc1OC (configuration not stated)	1.5%	i	9%	·	-7%	-4.6%	-34%	3%	-0.1%
17	O=C(NNC(=O)c1ccccc1Cl)c1ccccc1Cl	0.0%	i	8%	8%	-4%	-2.1%	6%	5%	0.3%
18	Cc1c(C(=O)O)c(C(=O)O)c2n1CCS2	-2.4%	i	-4%	0%	-13%	23%	5%	1%	-0.1%
19	CCSc1nnc(NC(=O)C2CCCN(S(=O)(=O)c3cnc[nH]3)C2)s1 (configuration not stated)	-1.6%	i	18%	3%	-2%	-5.4%	28%	-20%	0.2%
20	N#CCCN(Cc1cccnc1)S(=O)(=O)c1ccc(S(=O)(=O)N2CCCCCC2)cc1	0.3%	i	3%	-1%	8%	9.6%	2%	-31%	-1.0%
21	CC(=O)NC(Cc1cc(C)ccc1C)C(=O)N1CCN(C(=O)Nc2ccc(C(C)=O)cc2)CC1 (configuration not stated)	-3.9%	i	1%	-8%	-8%	-1.9%	8%	-20%	0.5%
22	COc1ccccc1C1(CC(=O)N2CCCCC2)CCOC(C(C)C)C1 (configuration not stated)	4.0%	·	12%	-1%	13%	-6.6%	-2%	42%	·
23	O=c1cc(CSc2ccc(Cl)cc2)nc2nc[nH]n12	-1.4%	i	22%	2%	9%	0.2%	6%	17%	0.6%
24	CC1Cc2nc(SCC(=O)NCc3ccco3)n(-c3ccccc3)c(=O)c2S1 (configuration not stated)	2.1%	i	2%	-2%	-4%	-1.2%	-16%	22%	0.0%
25	COc1ccccc1/C=C(/C(=O)OCC(=O)Nc1ccccc1C)c1ccccc1	-2.6%	i	10%	-5%	2%	-1.3%	14%	4%	-1.4%
26	COc1cc2c(=O)n(CCC(=O)NCC3CCCO3)c(=O)n(CC(=O)Nc3ccc(C)cc3)c2cc1OC (configuration not stated)	-0.3%	·	10%	-5%	-1%	2.2%	-38%	9%	-0.2%
27	CC1=C(C#N)C(NC(=O)c2ccccc2Cl)(C(F)(F)F)C(=O)N1 (configuration not stated)	1.2%	i	13%	1%	5%	-4.5%	5%	18%	1.2%
28	COc1ccc(C(=O)N2CC(=O)N(CCc3ccccc3)C(=O)C2)cc1OC	6.4%	i	11%	-3%	1%	-0.2%	-11%	16%	-0.3%
29	O=C(O)/C=C/C(=O)NC1CCCCCCCCCCC1	-0.4%	i	-9%	6%	7%	0.3%	-6%	20%	-0.4%
30	CC1(C(=O)N/N=C/c2ccc3c(c2)OCO3)CC1(Br)Br (configuration not stated)	0.0%	·	-1%	2%	4%	4.3%	-15%	-4%	-0.7%
31	COc1ccnc(Oc2ccc(F)cc2)c1-c1ncn[nH]1	0.5%	i	3%	-7%	30%	-3.4%	-34%	12%	·
32	CC1=NC(C)(C)Cc2ccccc21	2.1%	i	10%	-8%	4%	-3.1%	1%	32%	0.6%
33	CC[C@@H](C)[C@@H](C(=O)N1CCN(C(=O)OC(C)(C)C)CC1)n1cc(CCC(=O)O)nn1	0.9%	i	19%	-1%	24%	1.8%	3%	12%	0.0%
34	COC(=O)c1ccc(CO/N=C/c2ccc(OC)cc2)o1	-1.2%	i	-24%	7%	-8%	-4.6%	-41%	8%	0.3%
35	O=S(=O)(NN=C1CCCCC1)c1ccccc1	-1.1%	i	25%	3%	7%	·	-9%	-8%[20 µM]	-0.3%
36	Cn1c(=O)[nH]c(=O)c2c1nc(N/N=C/c1ccncc1)n2Cc1ccc(Cl)cc1	-5.8%	i	8%	·	-8%	3.1%	0%	2%	0.7%
37	O=C1CSC(c2ccc(Cl)cc2Cl)N1c1ccccn1 (configuration not stated)	1.3%	i	15%	-4%	4%	-1.6%	-15%	29%	-0.6%
38	COC(=O)c1ccccc1NC(=O)CCC(=O)N1CCSc2ccccc21	-0.8%	·	14%	4%	-1%	-8.4%	-26%	1%[20 µM]	-0.7%
39	COc1ccccc1N1CCN(C(=O)c2cc(-c3ccc(C)cc3)on2)CC1	0.4%	i	7%	-3%	8%	0.2%	-4%	-11%	-0.2%
40	CN(NC(=O)COc1ccccc1)c1ccccc1	0.1%	i	5%	0%	0%	-5.0%	9%	6%	-0.3%
41	CCCNC(=O)COc1ncnc2sccc12	1.9%	i	28%	-2%	14%	3.6%	-14%	1%	0.0%
42	COc1ccccc1C(=O)N/C(=C\c1cn(C)c2ccccc12)C(=O)NCCCn1ccnc1	-0.9%	·	12%	-6%	-7%	-5.8%	-14%	18%	-0.1%
43	CCn1cc(C(=O)O)c(=O)c2cnc(N3CCN(C(=O)Nc4cccc5ccccc45)CC3)nc21	-0.5%	·	3%	·	4%	8.8%	17%	-15%	·
44	Cc1c(NC(=O)CSc2nnc3c4ccccc4n(CCc4ccccc4)c3n2)c(=O)n(-c2ccccc2)n1C	-1.5%	i	-11%	-4%	13%	1.1%	55%	30%	3.4%
45	NC(=O)C1(N2CCCCC2)CCN(Cc2ccccc2Cl)CC1	-0.7%	i	3%	-3%	5%	-4.5%	-30%	31%	-0.6%

Structural class: the entries above containing a cyano group
item	SMILES	HIV peptide binding	Yfh1-off respiration	HEK293 NOD2/NF-kB	NS5 inhibitors	AID2073	KOR beta-arrestin-2	NOD1 inhibition	KOR beta-arrestin-1	West Nile antiviral
20	N#CCCN(Cc1cccnc1)S(=O)(=O)c1ccc(S(=O)(=O)N2CCCCCC2)cc1	0.3%	i	3%	-1%	8%	9.6%	2%	-31%	-1.0%
27	CC1=C(C#N)C(NC(=O)c2ccccc2Cl)(C(F)(F)F)C(=O)N1 (configuration not stated)	1.2%	i	13%	1%	5%	-4.5%	5%	18%	1.2%

The list goes on.
item	SMILES	HIV peptide binding	Yfh1-off respiration	HEK293 NOD2/NF-kB	NS5 inhibitors	AID2073	KOR beta-arrestin-2	NOD1 inhibition	KOR beta-arrestin-1	West Nile antiviral
46	O=C1C(Cl)=C(N2CCN(Cc3ccccc3)CC2)C(=O)N1Cc1ccccc1	4.7%	i	20%	16%	-8%	0.8%	20%	-5%	-0.7%
47	O=C(CN1CCN(S(=O)(=O)c2ccc(Br)cc2)CC1)c1ccc(O)c(O)c1	20%	·	16%	1%	-41%	5.5%	-18%	-24%	0.5%
48	CN(C)c1ccc(CC(=O)c2nc3ccccc3s2)cc1	16%	i	-12%	-11%	16%	-0.5%	-13%	11%	-0.2%
49	CC(C)(C)OC(=O)NC(CO)c1cn([C@@H](Cc2cc3ccccc3[nH]2)C(=O)N2CCN(C(=O)OC(C)(C)C)CC2)nn1 (some centres not stated)	1.3%	·	26%	-8%	8%	0.9%	-10%	-10%	·
